# S3 lipid droplet – qHTS Assay for Lipid Storage Modulators in Drosophila S3 Cells. Drosophila S3 cells, BODIPY lipid droplet fluorescence, 18-24 h; cells fed with added oleic acid. Potency in µM for hits, for the others lipid storage change, negative = inhibition, % at the top dose, mostly 46.1 µM. actives 0.64% (n = 320,000). AID 2685, 2010; active = well fitted inhibition curve with a large enough effect in the signal ratio, with a control signal flat, not every such curve was filed as active; inconclusive = small, poorly fitted or top-dose-only effect, or effect the other way, or a change in a side signal; the % refers to the signal ratio
#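 Drosophila S3 cells got compounds at several concentrations plus oleic acid (400 uM solution). Laser-scanning cytometry with 488 nm excitation read lipid droplets at 500-530 nm and cells at 575-640 nm. Percent activity was relative to 20 uM Triacsin C.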
# S3 lipid droplet cell count max – further read-out of S3 lipid droplet, marked with its call; cell number change, %; measured here: cell count max response;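 cells counted by Cell Tracker Red CMTPX staining in the red channel; peak over a dose series mostly up to 46.1 µM; percent activity relative to internal control wells on each plate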
# * hit, by the source's call; i = inactive; ? = inconclusive; . = no result given. % is set by controls: 0 for no effect and ±100 for the full control effect; potency is the fitted concentration of half-maximal effect. An excerpt; the hit share may differ from the screen's.
S3 lipid droplet | S3 lipid droplet cell count max | mol
? | . | O=C(COc1ccc2c3c(c(=O)oc2c1)CCCC3)N[C@@H](Cc1ccccc1)C(=O)O
i | -19 | CCn1c(CNc2cccc(Cl)c2)nnc1SCC(=O)OC1CCCCC1
10% | . | Oc1c(Br)cccc1/C=N/c1ncn[nH]1
? | . | O=C(Nc1ccnn1C1CCN(Cc2cccc(OCCO)c2)CC1)C1CCOC1 (configuration not stated)
? | . | COc1ccc(C(CNC(=O)COc2c(C)cc(C)cc2C)N2CCOCC2)cc1 (configuration not stated)
? | . | N#CC1CN(Cc2ccccc2)CN(Cc2ccccc2)C1
21% | -6 | C=CCOC(=O)CCP(=O)(CCC(=O)OCC=C)c1ccccc1
? | . | COc1ccc(Cn2ccnc2SCC(=O)Nc2nnc(C)s2)cc1
5% | 0 | CCCCn1c2c(c3ccccc31)CCc1nonc1-2
? | . | COc1ccccc1NS(=O)(=O)c1ccc(OC)c([N+](=O)[O-])c1
9% | 8 | Cc1cccc(Oc2nc3c(c(=O)n(C)c(=O)n3C)n2C)c1
i | . | O=C(COc1ccccc1)Nc1ccc(S(=O)(=O)N2CCCCCC2)cc1
? | . | CCCOC(c1ccccc1)(c1ccc(C(F)(F)F)cc1)C(Oc1nc(C)cc(C)n1)C(=O)O (configuration not stated)
17% | -5 | C=C(C)CSc1nnc(-c2cc(OC)c(OC)c(OC)c2)n1N
-4% | 14 | CC(C)(C)NC(=O)C(c1ccc(F)cc1)N(CC1CCCO1)C(=O)c1csnn1 (configuration not stated)
-1% | 2 | CC(=O)N1N=C(N)SC1(C)C
? | . | Cc1ccc(NC(=S)N/N=C/c2ccc([N+](=O)[O-])s2)cc1
? | . | O=C(CSc1ccc(Cl)cc1)N1CCN(c2ccc([N+](=O)[O-])cc2Cl)CC1
0% | 4 | CC1(C(=O)N(c2ccccc2)C(C(=O)NC2CCCC2)c2ccccn2)CC(=O)N=C2C=CC=CN21 (configuration not stated)
? | . | COc1ccc(CCNC(=O)/C=C/c2ccco2)cc1

# Given with two lines to a compound: two of the compounds above.
# Values run as follows: S3 lipid droplet	S3 lipid droplet cell count max
COc1ccccc1NS(=O)(=O)c1ccc(OC)c([N+](=O)[O-])c1
  ?	.
COc1ccc(Cn2ccnc2SCC(=O)Nc2nnc(C)s2)cc1
  ?	.

# Other results:
S3 lipid droplet | S3 lipid droplet cell count max | mol
-9% | 2 | O=C(C1CC1)N1CCC(c2nc(-c3ccc(S(=O)(=O)N4CCCC4)cc3)no2)CC1
? | . | CCC(CC)NC(=O)c1ccc2nc[nH]c2c1
7% | -21 | O=C(O)c1ccccc1NC(=O)c1ccccc1Nc1ccccc1
? | . | O=C(CSc1nnc(-c2ccccc2O)o1)Oc1ccc(Br)cc1
? | . | O=C(O)c1ccccc1-c1nc2cc(Cl)ccc2c(=O)n1O
? | . | COc1ccc(OC)c(NC(=O)c2cn(C)c(=O)c3cc(OC)c(OC)cc23)c1
38% | . | c1ccc(CNc2ncnc3c2ncn3C2CCCCO2)cc1 (configuration not stated)
12% | 7 | CCOC(=O)c1oc2ccccc2c1CSc1nnnn1-c1ccc(C)cc1
17% | 23 | Nc1ccc(NC(=O)c2cccc(C(=O)Nc3ccc(N)cc3Cl)c2)c(Cl)c1
? | . | COc1ccc(-c2nc(Cc3ccc(Cl)cc3)no2)cc1OC
? | . | C=CCn1cc(C(=O)N2CCN(C)CC2)c(=O)c2cc(S(=O)(=O)N3CCCC3)ccc21
19% | 1 | COC(=O)c1ccc(N2OC3(C)C=CC2CC3)cc1 (configuration not stated)
-17% | 7 | Cc1noc(C)c1COc1ccc(C(=O)OCC(=O)NCCN2C(=O)CSC2=O)cc1
16% | . | Cc1ccc(-n2c(SCC(=O)N/N=C/c3ccccc3C(=O)O)nnc2-c2ccccc2)cc1
27% | 3 | O=C(NCc1ccco1)c1nc(-c2ccc(F)cc2)no1
i | 8 | Cc1nnc(SCC(=O)Nc2ccc([N+](=O)[O-])cc2)n1CC1CCCO1 (configuration not stated)
? | . | O=C(CN1CCCC1)Nc1cc(C(F)(F)F)ccc1Cl
3.3µM* | 18* | C=CCOc1ccc(C(=O)Nc2ccccc2C(=O)NCc2cccnc2)cc1
4% | 5 | CCc1c(C)sc(NC(=O)c2cc(C(C)C)on2)c1C#N
? | . | NS(=O)(=O)c1ccc(NC(=O)c2cccc(Cl)c2)cc1
? | . | COc1ccccc1N1CCN(Cc2ccc(Br)o2)CC1
-9% | -9 | O=C(O)C1CC=CCC1C(=O)Nc1ccc(N2CCN(Cc3ccccc3)CC2)cc1 (configuration not stated)
7% | -14 | CC(C)(C)CNC(=O)[C@]1(C)CCC[C@@]2(C)C3CC[C@@]4(C)C[C@]3(CCC21)CC4=O (some centres not stated)
? | . | O=[N+]([O-])c1ccc(NCCN2CCOCC2)c([N+](=O)[O-])c1
9% | 4 | CC(OC(=O)CNS(=O)(=O)c1ccc(C#N)cc1)C(=O)Nc1cccc(C#N)c1 (configuration not stated)
? | . | O=C(CSc1nc2ccccc2c(=O)n1-c1ccccc1F)Nc1ccc2c(c1)CCC2
12µM* | -12* | N#CC1(NC(=O)COc2cc(F)ccc2[N+](=O)[O-])CCCCC1
-4% | -7 | C=CCNC(=O)/C(C#N)=C/c1c(N2CCN(c3ccc(OC)cc3)CC2)nc2c(C)cccn2c1=O
7% | 2 | CCC1Sc2ccccc2N(CC(=O)NC2CCCC2)C1=O (configuration not stated)
3% | -4 | Cc1nc([N+](=O)[O-])c(Br)n1CC(=O)c1cccc([N+](=O)[O-])c1
? | . | CCc1nnc(NC(=O)c2oc3cc(C)c(C)cc3c2C)s1
0% | 1 | O=C(NCc1ccccn1)c1cc(S(=O)(=O)N2CCCCC2)ccc1Cl
23% | 11 | CC(C)c1cc(C(=O)N2CCCC(Nc3ccc(F)cc3)C2)nc(N)n1 (configuration not stated)
10% | . | Cc1ccc(Cl)cc1N1CCN(S(=O)(=O)c2c(C)[nH]c(C)c2C(=O)N2CCCC2)CC1
10% | 9 | CCc1ccc(C(=O)NNC(=O)C2CC(=O)N(Cc3ccccc3)C2)cc1 (configuration not stated)
? | . | COC(=O)c1ccc(Sc2ccccn2)c([N+](=O)[O-])c1
? | . | Cc1ccccc1OCC(=O)NNC(=O)Nc1ccc(Cl)cc1
0% | -4 | Clc1ccc(CO/N=C/c2cccs2)cc1
? | . | CC1=C(C(=O)Nc2ccc(C)cc2C)C(c2cccc([N+](=O)[O-])c2)n2nc(C(=O)OC(C)C)nc2N1 (configuration not stated)
30% | -1 | CS(=O)(=O)N1N=C(c2ccc(Br)cc2)CC1c1ccc2c(c1)OCO2 (configuration not stated)

# Molecules above that have a cyano group (5):
S3 lipid droplet | S3 lipid droplet cell count max | mol
? | . | N#CC1CN(Cc2ccccc2)CN(Cc2ccccc2)C1
4% | 5 | CCc1c(C)sc(NC(=O)c2cc(C(C)C)on2)c1C#N
9% | 4 | CC(OC(=O)CNS(=O)(=O)c1ccc(C#N)cc1)C(=O)Nc1cccc(C#N)c1 (configuration not stated)
12µM* | -12* | N#CC1(NC(=O)COc2cc(F)ccc2[N+](=O)[O-])CCCCC1
-4% | -7 | C=CCNC(=O)/C(C#N)=C/c1c(N2CCN(c3ccc(OC)cc3)CC2)nc2c(C)cccn2c1=O

# More compounds:
S3 lipid droplet | S3 lipid droplet cell count max | mol
? | . | O=C(CCl)c1ccc2c(c1)CCN2C(=O)C1CC1
? | . | NCCN1CCN(CCN)CC1
21µM* | 1.4* | Cc1cccc(N2CCN(C(=O)CCCCCn3c(=S)[nH]c4ccc(N5CCOCC5)cc4c3=O)CC2)c1C
i | . | C=CCn1c(-c2cc3c(s2)CCC(CC)C3)n[nH]c1=S (configuration not stated)
? | . | Cc1ccc(C)c(C(=O)N2CCN(c3ncccn3)CC2)c1
13% | -6 | O=C(O)CCC(=O)Nc1ccccc1C(=O)N1CCN(c2ccc(Cl)cc2)CC1
? | . | COc1cccc(NC(=O)CN(C)C(=O)CN2C(=O)NC(C)(c3ccc(C)cc3)C2=O)c1 (configuration not stated)
? | . | CCN(CC(=O)Nc1ccc(Cl)c(S(=O)(=O)N(C)C)c1)Cc1nc2ccccc2c(=O)[nH]1
11% | -18 | O=C(OCc1cc(=O)n2ccsc2n1)c1ccc(O)cc1O
? | . | CCOC(=O)N1CCN(C(=O)Cc2ccc(Cl)cc2)CC1
? | . | Cc1nc(NCCc2ccc(Cl)cc2)c2nnn(Cc3ccccc3)c2n1
? | . | O=C(Nc1ccc(CN2CCOCC2)cc1)c1ccco1
? | . | COc1ccc(NC(=O)CSc2nnc(-c3cc(C)[nH]n3)n2N)cc1
? | . | Cc1ccc(Nc2n[nH]c(C)c2[N+](=O)[O-])c(C)c1
? | . | COC(=O)c1ccc(NC(=S)N2CCN(Cc3ccccc3)CC2)cc1
? | . | O=C(c1cnn2ccccc12)N1CCCc2ccccc21
2% | 2 | Cc1ccc(CNC(=O)C2CC(=O)N(CCC(C)C)C2)cc1 (configuration not stated)
? | . | CCCOc1ccc(C(O)(CCN2CCCCC2)c2ccccc2OC)cc1 (configuration not stated)
5% | -8 | CC(CC(C)C(=O)Nc1ccccc1C(C)(C)C)C(=O)O (configuration not stated)
? | . | O=C(c1ccccc1)c1cccs1
-23% | -17 | Cc1ccc2c(C)nc(Nc3nc(CSc4nnc(C)s4)cc(=O)[nH]3)nc2c1
i | . | COc1ccc(Cl)cc1NC(=O)CC1S/C(=N/N=C2CCCCCC2)NC1=O (configuration not stated)
8% | 4 | Cc1ccc(C(=O)CSc2nnnn2Cc2ccccc2)cc1C
? | . | Cc1nc2ncnn2c(C)c1C/C=C/c1ccccc1
? | . | O=C(CN1CCCCCC1)NN(Cc1ccccc1)c1ccccc1
? | . | O=c1oc2ccccc2c2c1ncn2C1CCCCC1
-4% | -2 | O=C(O)C1CC=CCC1C(=O)Nc1ccccc1C(=O)N1CCN(c2ccc(Cl)cc2)CC1 (configuration not stated)
? | . | Cc1ccc(OC(C)C(=O)Nc2ccc(S(=O)(=O)N3CCOCC3)cc2)cc1 (configuration not stated)
? | . | Cc1ccccc1Oc1cc(NC(=O)Cn2cnc([N+](=O)[O-])c2)cc([N+](=O)[O-])c1
-6% | -10 | CCOC(=O)N1CCN(C(=O)COc2cccc3c2CCN(Cc2cccc(C)c2)C3=O)CC1
? | . | COC(=O)c1[nH]c2cc(OC)ccc2c1NC(=O)c1c(F)cccc1F
? | . | CC(=O)Nc1ccc(NC(=O)C2CCCN2C(=O)Nc2cccc(F)c2)cc1 (configuration not stated)
? | . | Cc1cc(C)cc(NC(=O)CN2CCCN(S(=O)(=O)c3ccc(Br)s3)CC2)c1
? | . | Cc1cc(C)n(-c2ccc(C(=O)Nc3cccc(S(=O)(=O)N(C)C)c3)cc2)n1
-16% | -5 | C=CCn1c(C)cc(C(=O)COC(=O)[C@@H](NC(=O)c2ccccc2Cl)C(C)C)c1C
? | . | CN(Cc1ccc(F)cc1)C(=O)c1cccc(OC2CCN(C3CCCC3)CC2)c1
? | . | COc1ccc(C2c3c(c(C)c(C)oc3=O)Oc3c(C)c(C)oc(=O)c32)cc1
? | . | Cc1ccc(NC(=O)CSc2n[nH]c(-c3ccccn3)n2)cc1
? | . | COc1ccccc1N(C)S(=O)(=O)c1ccc(C(=O)NCCc2ccc(F)cc2)cc1
? | . | COc1ccc(S(=O)(=O)n2ccnc2)c2cccnc12

# A second format for part of the listing above.
Cc1ccc2c(C)nc(Nc3nc(CSc4nnc(C)s4)cc(=O)[nH]3)nc2c1
- S3 lipid droplet: -23%
- S3 lipid droplet cell count max: -17
COc1ccc(Cl)cc1NC(=O)CC1S/C(=N/N=C2CCCCCC2)NC1=O (configuration not stated)
- S3 lipid droplet: i
- S3 lipid droplet cell count max: .
Cc1ccc(C(=O)CSc2nnnn2Cc2ccccc2)cc1C
- S3 lipid droplet: 8%
- S3 lipid droplet cell count max: 4
Cc1nc2ncnn2c(C)c1C/C=C/c1ccccc1
- S3 lipid droplet: ?
- S3 lipid droplet cell count max: .

# (further entries)
S3 lipid droplet | S3 lipid droplet cell count max | mol
-1% | -16 | Nc1nc2ncc(C(=O)c3cc(F)ccc3O)cc2s1
1% | 4 | CC(C)OC(=O)CSc1nnc(COc2ccc([N+](=O)[O-])cc2)n1C
i | . | CC(C)(C)C1CCC(OCC(O)CN2CCN(c3ccccn3)CC2)CC1 (configuration not stated)
12% | 25 | OC(CC#CCN1CCOCC1)(c1ccccc1)c1ccccc1
? | . | CCOC(=O)CCC(=O)Nc1cc(S(=O)(=O)N2CCOCC2)ccc1N1CCCCC1
? | . | CCOc1ccc(S(=O)(=O)N2CCC(C(=O)NCC3CCCO3)CC2)cc1C (configuration not stated)
? | . | CCCc1ccc(OC(=O)c2cccs2)cc1
? | . | Cc1ccc(NC(=O)CSc2nc(=O)n(CCCN3CCOCC3)c3c2CCCC3)cc1
? | . | O=C(COC(=O)c1ccc(Br)o1)NCc1cccs1
? | . | O=C(O)Cn1cc2c(n1)CCCCC2
-6% | -3 | Cc1ccc(N/C=C(\C#N)S(=O)(=O)c2ccccc2)cc1
? | . | Fc1ccc(Nc2ncnc3ccccc23)cc1
? | . | CCCCC(=O)NC(NC(=O)CCCC)c1ccc(OCC(C)C)c(OC)c1
1% | -1 | O=C(c1ccccc1)N1N=C(c2ccccc2)CC1c1ccc2nccnc2c1 (configuration not stated)
? | . | CN=C1SC(CC(=O)Nc2sc(C)c(C)c2C(=O)OC)C(=O)N1C (configuration not stated)
? | . | C[C@@]12C(=O)N(c3ccc(F)cc3)C(=O)N1[C@@H]1c3ccccc3OC[C@@H]1[C@H]2c1ccccc1
? | . | CCc1c(C)nc(SCC(=O)c2ccc(C)c(C)c2)[nH]c1=O
? | . | O=C(O)CCCC(=O)Nc1cccc([N+](=O)[O-])c1
